From PubChem BioAssay
D1 ag – activates the human D1 dopamine receptor. HEK293 T-REx D1 cells, calcium flux, agonist mode. activation, % at 2 µM. P21728. AID 504660. actives 1% (n = 360,000); note: 0% is about no effect
Target sequence (P21728 whole entry, looked up): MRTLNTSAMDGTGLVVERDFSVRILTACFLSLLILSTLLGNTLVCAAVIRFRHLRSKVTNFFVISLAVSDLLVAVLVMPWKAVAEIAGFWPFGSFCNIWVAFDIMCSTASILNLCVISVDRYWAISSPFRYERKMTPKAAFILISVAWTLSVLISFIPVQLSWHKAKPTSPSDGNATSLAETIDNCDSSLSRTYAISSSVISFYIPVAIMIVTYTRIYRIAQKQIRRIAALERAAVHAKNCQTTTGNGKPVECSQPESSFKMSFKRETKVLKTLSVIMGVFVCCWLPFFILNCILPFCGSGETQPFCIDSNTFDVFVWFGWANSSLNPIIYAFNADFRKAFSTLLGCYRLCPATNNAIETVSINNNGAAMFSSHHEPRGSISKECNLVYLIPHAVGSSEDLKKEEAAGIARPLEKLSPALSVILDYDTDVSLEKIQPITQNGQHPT
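Agonism was scored from calcium flux recorded over 180 s (1 read/s) after pintool compound addition, following a 10-cycle baseline. Cells were inducible force-coupled HEK293 TREx D1, plated overnight at 30 C and loaded with no-wash calcium dye.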
RXFP1 antagonist – antagonists of human relaxin receptor RXFP1. actives 0.59% (n = 350,000). Q9HBX9. activity change, negative = inhibition, % at 57.5 µM. HEK293-RXFP1, relaxin-stimulated cAMP HTRF, 30 min; hits give low values. AID 1259400;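 active = activity change of -60% or lower, but not beyond a set lower limit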; note: % is set by controls: 0 for no effect and ±100 for the full control effect
D2 potentiator – positive allosteric modulators of human D2 dopamine receptor; potentiation, % at 10 µM; P14416; HEK293 T-REx D2, calcium flux, EC20 dopamine potentiation; actives 0.34% (n = 340,000);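 active = potentiation over 3 SD above the plate norm, cut at about 30% in these data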; note: 0% is about no effect
Target sequence (P14416 whole entry, looked up): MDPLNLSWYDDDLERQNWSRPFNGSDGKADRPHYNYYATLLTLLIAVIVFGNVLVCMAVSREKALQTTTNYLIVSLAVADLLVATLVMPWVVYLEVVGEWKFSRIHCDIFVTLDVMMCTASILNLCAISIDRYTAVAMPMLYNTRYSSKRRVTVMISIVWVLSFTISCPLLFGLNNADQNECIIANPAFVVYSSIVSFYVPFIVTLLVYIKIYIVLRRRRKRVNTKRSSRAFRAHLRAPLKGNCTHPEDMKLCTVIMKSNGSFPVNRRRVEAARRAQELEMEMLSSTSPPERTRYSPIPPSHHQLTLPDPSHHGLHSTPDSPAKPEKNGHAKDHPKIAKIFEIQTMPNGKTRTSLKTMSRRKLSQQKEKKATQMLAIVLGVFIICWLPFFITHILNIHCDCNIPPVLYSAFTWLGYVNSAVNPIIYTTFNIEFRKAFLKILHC
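Primary screen. Calcium kinetics in induced HEK293 T-REx D2 cells: compound pre-addition 180 s, EC20 dopamine, 180 s more.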
TRHR PAM – TRH receptor (human) allosteric enhancement. AID 493056. P34981. actives 0.66% (n = 360,000). enhancement, % at 2 µM. TRHR cells, fluo-8 calcium fluorescence, EC20 TRH enhancement; in the data active = enhancement above about 30%; note: 0% is about no effect
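TRHR-expressing cells loaded with fluo-8 calcium dye were read kinetically (ex 480/em 530) during compound addition, then stimulated with an EC20 of TRH (10 nM final). Enhancement of the Gq-mediated intracellular calcium response was scored.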
D1 PAM – enhances dopamine response at the human D1 receptor. HEK293 TREx D1 cells, calcium flux, dopamine EC20 potentiation. P21728. actives 0.036% (n = 360,000). AID 504651. potentiation, % at 10 µM; in the data active = potentiation above about 30%; note: 0% is about no effect
D2 antagonist – antagonists of human D2 dopamine receptor; P14416; HEK293 TREx D2 cells, calcium flux, dopamine EC80; inhibition, % at 10 µM; actives 2% (n = 340,000); in the data active = inhibition above about 30%; note: 0% is about no effect
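Cells plated overnight at 30 C with tetracycline; no-wash calcium dye, 30–90 min RT; 10 s baseline; compound pinned; 180 s read; EC80 dopamine added; another 180 s read.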
TRHR ag – activates the human TRH receptor; activation, % at 2 µM; AID 493084; actives 0.18% (n = 360,000); TRHR cells, calcium flux fluo-8, FDSS agonist mode; P34981; note: 0% is about no effect
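TRHR-expressing cells loaded with fluo-8 calcium dye; 23 nL library compound pin-transferred, kinetic FDSS fluorescence (Ex 480/Em 530) recorded about 180 s for agonist-induced calcium release, before a 10 nM TRH EC20 addition for potentiator mode.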
D1 antag – antagonists of human D1 dopamine receptor. actives 3.2% (n = 360,000). HEK293 TREx D1 cells, calcium flux, dopamine EC80; hits give low values. P21728. activity change, negative = inhibition, % at 10 µM. AID 504652; in the data active = activity change below about -30%; note: % is set by controls: 0 for no effect and ±100 for the full control effect
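Cells carrying a force-coupled, tetracycline-inducible human D1 receptor report calcium flux. Each well gets a 10 s baseline, compound with 180 s monitoring, then an EC80 dopamine stimulus with a second 180 s kinetic read.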
D2 agonist – agonists of human D2 dopamine receptor; P14416; HEK293 T-REx D2 cells, calcium flux agonist mode; activation, % at 2 µM; actives 0.53% (n = 340,000);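 active = activation over 3 SD above normal in the single-dose calcium agonist read, cut at about 30% in these data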; note: 0% is about no effect
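HEK293 Trex D2 cells, tetracycline-induced, o/n 30 C 5% CO2; no-wash Ca dye, RT 30–90 min; 10-cycle baseline, 23 nl cpd added, kinetic Ca read 180 s; agonist hits = positive Ca response.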
The depositor's hits bear a star; nt = not tested or not shown; & = joins results of further samples. Cut-off read from the data, not from the text of the source, unless noted: active = activation above about 30%; inactive = the rest. Not a hit list; 7.1% or so of the library scored in one or more.

molecule,D1 ag,RXFP1 antagonist,D2 potentiator,TRHR PAM,D1 PAM,D2 antagonist,TRHR ag,D1 antag,D2 agonist
Cc1cccc(-c2noc(-c3ccccc3NC(=O)C3CC(=O)N(c4ccccc4C)C3)n2)c1 (stereo not drawn),1,-3,-6,2,-1,nt,0.2,-9,1.5
CCOC(=O)N1CCc2c(sc3c2c(=O)n(Cc2ccccc2)c(=O)n3Cc2c(F)cccc2Cl)C1,4,-9,-7,-5,-1,nt,0.0,7,nt
Cc1ccc(N2CC(C(=O)Nc3ccc(N(C)C)cc3)CC2=O)cc1Cl (stereo not drawn),0,nt,12,3,0,nt,0.0,3,-1.0
CCc1cccc(NC(=O)CNS(=O)(=O)c2ccc3nc(C)sc3c2)c1,0,5,nt,-3,2,nt,-0.4,-8,0.9
Cc1ccc(S(=O)(=O)N2CCOC2CNC(=O)C(=O)NCCc2ccc(S(N)(=O)=O)cc2)cc1 (stereo not drawn),4,-10,3,30,-3,-5,0.0,5,1.5
COc1ccc2cc(C(=O)CS(=O)(=O)c3ccccc3)c(=O)oc2c1,5,1,0,-1,0,10,1.9,5,1.0
C=CCn1c(=NC(=O)C2COc3ccccc3O2)sc2cc(S(N)(=O)=O)ccc21 (stereo not drawn),1,-28,0,1,0,9,-0.6,4,2.6
CC1(C)CC(=O)C=C(Nc2ccc(C(=O)O)cc2)C1,1,-4,9,2,-6,-18,-0.6,14,-0.9
CCn1c(SC)nnc1C1CCCN(CC(=O)Nc2ccccc2N2CCOCC2)C1 (stereo not drawn),-1,-5,nt,-1,-2,17,-0.3,-7,-3.1
Cn1cc([N+](=O)[O-])c(C(=O)NC2CCCCCCC2)n1,5,nt,-3,12,-3,9,0.0,-6,0.4
O=C(Cn1c(=O)oc2ccccc21)NCc1ccc(Cl)cc1,2,-6,4,-5,2,nt,0.0,4,0.0
CCN1CCN(c2cc(C)c3cc(NC(=S)N4CCN(c5ccccc5F)CC4)ccc3n2)CC1,1,-14,-18,3,-4,1,-0.2,-6,0.0
Nc1nc(SCC(=O)NC2CCCCC2)n[nH]1,1,-3,3,17,2,-16,0.0,-4,1.8
CC(C)OCCCNc1nc2c([nH]1)c(=O)n(C)c(=O)n2C,2,5,4,1,-1,-1,0.2,7,-0.1
Cc1csc(NC(=O)c2nc(-c3ccccc3)n(-c3ccccc3)n2)n1,1,-26,1,-7,-4,-1,-0.5,-16,-1.4
CCOc1c2ccc(C(=O)NCc3cc(C(F)(F)F)cc(C(F)(F)F)c3)cc2nn1CCOC,1,nt,-19,-14,9,-10,0.0,20,0.3
COc1cc(NS(=O)(=O)c2ccc(N/C=C\C(=O)c3ccc(OC)c(OC)c3)cc2)nc(OC)n1,2,nt,-10,1,-1,-5,-0.1,3,1.0
Clc1ccc(/C=N/Nc2nnc(-c3ncc[nH]3)c3ccccc23)cc1,1,-1,-18,-6,-1,70*,-0.8,-1,0.0
Cc1nc2[nH]onc2c2nccc(=O)c12,4,8,2,-3,-1,-14,3.3,-39*,0.1
Cc1ccnc(NS(=O)(=O)c2ccc(NC(=O)CN3C(=O)CCC3=O)cc2)n1,2,0,-4,6,-4,3,0.8,-2,1.7

D2 antagonist: what is marked active above.
| Structure | D1 ag | RXFP1 antagonist | D2 potentiator | TRHR PAM | D1 PAM | D2 antagonist | TRHR ag | D1 antag |
| --- | --- | --- | --- | --- | --- | --- | --- | --- |
| Clc1ccc(/C=N/Nc2nnc(-c3ncc[nH]3)c3ccccc23)cc1 | 1 | -1 | -18 | -6 | -1 | 70* | -0.8 | -1 |

(cont.)
molecule,D1 ag,RXFP1 antagonist,D2 potentiator,TRHR PAM,D1 PAM,D2 antagonist,TRHR ag,D1 antag,D2 agonist
O=C(O)c1cccc(N/N=C/c2cccs2)c1,1,-2,17,-1,-2,-10,-0.6,8,-0.1
O=C(NC1CCCc2ccccc21)c1ccc2c(c1)sc1nc(-c3ccccc3)cn12 (stereo not drawn),11,-1,-8,-3,-4,nt,0.1,-26,-0.5
COC(=O)c1cc(NC(=O)c2ccco2)ccc1N1CCOCC1,2,-14,nt,-1,-6,nt,0.1,2,nt
Cn1c(SCC(=O)OC2CCCCC2)nnc1-c1ccco1,1,5,-19,0,-4,-14,-0.6,-5,0.0
Cc1ccc(C)c(Nc2nnc(-c3ccc(C)c(S(=O)(=O)N4CCN(C)CC4)c3)c3ccccc23)c1,-3,-2,7,0,1,nt,0.0,-31*,-0.6
CC1CCN(c2nc3ccc(C(=O)N4CCN(c5ccccc5)CC4)cc3s2)CC1,12,nt,-1,-2,-1,nt,0.3,4,nt
CN(CC(=O)N1CCc2ccccc21)S(=O)(=O)c1cccc2cccnc12,2,nt,-3,2,7,5,-0.8,25,-0.9
COc1ccccc1C(=O)NCCNc1nc2cc(C)cc(C)c2cc1C#N,4,3,9,-2,-1,-28,0.0,13,3.4
Cc1c(C(=O)N2CCN(c3ccccn3)CC2)oc2ccccc12,0,2,3,-8,2,9,-2.3,-5,-0.6
CCn1cc(C(=O)NCCCOC)c(=O)c2cc(S(=O)(=O)N3CCCC3)ccc21,1&1,1&-7,-3&-9,0&-3,3&1,0,0.3&-0.3,-6&-5,1.3&-0.4

Single records, as listed above. Order of values: D1 ag	RXFP1 antagonist	D2 potentiator	TRHR PAM	D1 PAM	D2 antagonist	TRHR ag	D1 antag	D2 agonist
Record of Cc1c(C(=O)N2CCN(c3ccccn3)CC2)oc2ccccc12 = 0	2	3	-8	2	9	-2.3	-5	-0.6
Record of COC(=O)c1cc(NC(=O)c2ccco2)ccc1N1CCOCC1 = 2	-14	nt	-1	-6	nt	0.1	2	nt

Following part:
molecule,D1 ag,RXFP1 antagonist,D2 potentiator,TRHR PAM,D1 PAM,D2 antagonist,TRHR ag,D1 antag,D2 agonist
Cc1ccc(C(=O)N2CCOCC2)cc1S(=O)(=O)N1CCCCC1,3,-14,3,-3,-9,11,0.1,-9,-0.3
CN1CCN(S(=O)(=O)c2ccc(N3CCN(C(=O)c4ccccc4)CC3)nc2)CC1,3,1,10,3,-3,-13,0.2,3,2.3
S=C(NCCCCNC(=S)NCc1ccccc1)NCc1ccccc1,3,-2,11,0,7,4,0.0,-14,0.5
COc1ccc(-c2oc3ccccc3c(=O)c2OC(C)=O)cc1,0,-3,-27,1,0,-13,0.0,-9,1.1
CN(CC(=O)NC(=O)NCc1ccco1)CC(=O)Nc1ccccc1Cl,1,2,-1,7,-7,0,-0.4,10,0.4
CCn1cc(C(=O)NCc2ccccc2OC)c(=O)c2cc(S(=O)(=O)N3CCCCC3)ccc21,4,nt,3,25,5,nt,-0.7,9,0.3
CSc1nc(NCCCN(C)C)c2c3c(sc2n1)CN(C)CC3,1,nt,3,-1,-7,-8,0.7,5,0.4
O=C(NCc1cccc(F)c1F)C1CCC(=O)N(C2CC2)C1 (stereo not drawn),2,1,-1,1,-10,8,1.3,6,-0.2
CS(=O)(=O)N1CCN(c2ccccc2NC(=O)c2cccnc2)CC1,4,-16,nt,5,-2,21,1.2,3,1.9
Cc1ccc(/C=C2\SC(=S)N(CCCC(=O)Nc3cccnc3)C2=O)cc1,3,-4,-1,2,-9,3,0.9,-11,nt
O=C1OC(/C=C/c2ccc(Cl)cc2Cl)=NC/1=C\c1cccs1,4,nt,11,-2,-8,-2,0.5,8,1.1
COCCCN(Cc1ccccn1)S(=O)(=O)Cc1ccccc1,4,-10,1,1,-5,-3,0.2,-3,-0.1
COc1ccc(CCNC(=O)Cc2c(C)c3ccc(O)c(C)c3oc2=O)cc1OC,-2,-1,3,1,1,nt,-0.8,-1,0.3
Cc1ccccc1-n1c(C)nnc1SCC(=O)N1CCc2ccccc2C1,2,-2,0,6,0,0,-0.8,-6,0.3
O=C(NCc1ccc(F)cc1)C(c1ccccc1)c1ccccc1,4,-3,12,-6,2,4,-1.0,15,-2.6
CCN(CC)CCNCc1cc(Cl)c(OCC(=O)Nc2ccccc2)c(OC)c1,7,-2,-2,1,-3,2,0.4,-2,0.0
O=S(=O)(Nc1cccc(S(=O)(=O)N2CCCC2)c1)c1cccc(Br)c1,8,1,4,4,nt,-11,-0.3,6,-0.1
O=C1C(Cl)=C(NCCN2CCCCC2)C(=O)c2ccccc21,1,0,-17,0,-6,-7,0.1,-6,0.1
Cc1c(N=C2SCC(=O)N2/N=C\c2ccc(Br)cc2)c(=O)n(-c2ccccc2)n1C,0,5,6,6,-4,-3,-0.6,-7,0.3
Cc1ccc(-n2c(O)c(C=NC3CCS(=O)(=O)C3)c3ccccc3c2=O)cc1 (stereo not drawn),2,46,-4,-1,2,15,-0.1,0,-0.4
c1ccc2[nH]c3cc4ncnc4cc3nc2c1,33*,-5,3,10,3,-1,14,-1,-2.7
COc1ccc(C(=O)N/N=C/C(=O)c2ccccc2)cc1,1,6,-9,8,-2,-5,0.1,7,-0.5
Cc1cc(C)cc(NS(=O)(=O)c2ccc3c(c2)c(=O)n(C)c(=O)n3C)c1,7,7,2,5,10,7,-0.4,7,-1.7
Cc1ccc(C(=O)OCC(=O)Nc2ccccc2)cc1S(=O)(=O)N1CCCCC1,3,4,-7,-1,-1,7,0.6,-2,-0.4
CC(=O)Nc1ccc2c(c1)nc(CCN1CCN(c3ccccn3)CC1)n2C,2,4,-9,-4,-2,1,0.0,7,-1.1
CC1(C(=O)N2CCN(c3ccc([N+](=O)[O-])cc3)CC2)CC1(Cl)Cl (stereo not drawn),2,4,-8,-4,-5,-4,0.3,7,2.3
Cn1c2cc(S(C)(=O)=O)sc2c2cnn(Cc3ccccc3F)c(=O)c21,7,nt,nt,1,18,nt,-0.3,-24,nt
Cc1cccc(C(C)C)c1NC(=O)C(C)OC(=O)Cc1n[nH]c(=O)c2ccccc12 (stereo not drawn),6,-9,1,-8,1,-21,-0.4,-1,-1.3
O=C(NC(=S)Nc1ccccc1N1CCOCC1)c1cccc([N+](=O)[O-])c1,5,7,3,2,-1,25,0.9,2,3.3
CC(=O)c1ccc(N2CCN(C(=O)c3cn(Cc4ccccc4)nc3-c3cccnc3)CC2)c(F)c1,4,-30,10,4,-1,0,0.8,2,0.2
Cc1ccc(CCNC(=O)c2ccc(CNS(=O)(=O)c3ccc(F)cc3)cc2)cc1,1,-71*,-12,-2,5,nt,-0.5,-12,nt
O=C(COC(=O)Cn1cnc2ccccc21)NCCC1=CCCCC1,2,5,2,1,-3,8,1.2,-2,0.5
CCN(CC)S(=O)(=O)c1ccc(-c2nnc(SCC(=O)N3CCOCC3)o2)cc1,2,9,4,-1,-1,-5,0.4,-6,0.3
CCCCC(Sc1nc(N)c(NC(=O)c2ccc(OCC)cc2)c(=O)[nH]1)C(=O)O (stereo not drawn),3,-7,31*,1,6,-7,0.6,-2,0.1
Cc1cc(C)cc(NC(=O)c2cc(C)nc3ccccc23)c1,5,-6,-15,-2,-5,-11,-1.0,6,11
O=C(NC(=S)Nc1cccc([N+](=O)[O-])c1)C1CCCC1,1,-7,5,-5,-5,-7,-0.3,-15,-0.5
CCCCn1c(N)c(N(CCOC)C(=O)c2ccc(Cl)c(S(=O)(=O)N3CCCCC3)c2)c(=O)[nH]c1=O,1,3,-2,6,-5,-4,-0.4,18,0.3
COc1ccc(C2OC3=C(Nc4cc(C)c(C)cc4N3)C2=O)cc1 (stereo not drawn),3,0,-8,3,4,11,-1.4,-1,-1.7
